Source: PubChem BioAssay (several laboratories)
NADH coupling: inhibition of NAD/NADH coupling enzymes, library profiling | coupled PK/LDH NADH assays, four targets | IC50, µM (titrated, usually from 10 µM), without a hit: at the top dose inhibition | 65,000 tested, 0.02% active | AID 774;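 active = single-dose screening hits from any of four coupled enzyme assays that gave an IC50 when retested across doses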;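 note: the DPM-DC format reads NADH fluorescence rather than 340 nm absorbance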
Autofluor 339: intrinsic fluorescence of library compounds, ex339/em460 – biochemical, MLSMR library, data from DPM-DC assay, artefact control, profiling panel. compound autofluorescence, ex339/em460 nm, NADH buffer; stronger effect = higher value; 1 = no-compound wells, NADH background. fluorescence fold increase at 10 µM. 65,000 tested, 5.5% active;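 active = at 10 µM, mean starting fluorescence two-fold or more over control wells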;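 note: signal is the first read of a kinetic run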
MMP13 inh: inhibitors of human MMP13; MMP-13 fTHP FRET cleavage, Mca fluorescence; inhibition, % at 4 µM; 65,000 tested, 0.07% active; AID 570; P45452;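 active = inhibition above the mean of compound-free control plate wells plus 3 SD, cut at about 14% in these data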;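 note: 0% = DMSO wells and 100% = wells with reference MMP-13 inhibitor after basal subtraction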
ROCK2 inh: blocks human Rho kinase 2 activity; purified ROCK2, Kinase-Glo ATP depletion luminescence; inhibition, % at 6 µM; 60,000 tested, 0.35% active;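 active = inhibition above the screen-wide mean inhibition plus 3 SD, cut at about 18% in these data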;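 note: plate controls were DMSO wells for no effect and Y-27632 control wells after no-enzyme background subtraction for full effect; many of its hits are not listed in these tables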
HEK293 NFkB inh: inhibitors of the PMA/ionomycin-induced NF-kB reporter in HEK293 cells | HEK-293 NF-kB luciferase reporter, luminescence | inhibition, % at 3 µM | 62,000 tested, 0.21% active | AID 465;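 active = inhibition above the mean of all tested compounds plus 3 SD, cut at about 40% in these data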;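 note: 0% = stimulated DMSO wells and 100% = 10 µM reference inhibitor 5653914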
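System: NF-kB luciferase reporter HEK-293 cells | Replication: Single test | Control set: DMSO vs reference inhibitor | Evaluation: % inhibition | Schedule: 1 h pretreatment, 16 h stimulation, 37 °C | Probe or stimulus: PMA with ionomycin | Compound dosing: One dose, 3 µM | Detection: Luciferase luminescence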
JNK3 blocker: inhibitors of human JNK3 kinase; P53779; purified JNK3 kinase activity, HTS; inhibition, % at 8 µM; 60,000 tested, 0.61% active; in the data active = inhibition above about 17%;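 note: 0% = DMSO and 100% = reference inhibitor; many of its hits are not listed in these tables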
Target sequence (P53779 whole entry, looked up): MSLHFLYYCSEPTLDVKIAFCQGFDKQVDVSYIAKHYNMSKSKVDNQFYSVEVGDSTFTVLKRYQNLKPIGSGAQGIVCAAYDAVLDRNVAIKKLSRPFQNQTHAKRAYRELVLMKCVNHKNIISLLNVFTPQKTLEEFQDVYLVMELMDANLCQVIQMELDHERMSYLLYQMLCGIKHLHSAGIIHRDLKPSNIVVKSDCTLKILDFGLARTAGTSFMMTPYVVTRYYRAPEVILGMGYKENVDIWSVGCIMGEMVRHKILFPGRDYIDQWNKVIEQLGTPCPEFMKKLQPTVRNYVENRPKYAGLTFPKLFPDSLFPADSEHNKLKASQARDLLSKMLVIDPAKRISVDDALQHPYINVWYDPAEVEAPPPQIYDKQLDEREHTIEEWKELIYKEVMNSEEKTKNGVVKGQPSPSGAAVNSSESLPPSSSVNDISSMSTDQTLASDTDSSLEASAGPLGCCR
tolC growth inh: blocks growth of E. coli BW25113 tolC mutant. growth inhibition, % at 10 µM (by protocol). 65,000 tested, 2.2% active. AID 573. OD615;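 active = growth inhibition at or above a cutoff equal to the mean over every tested compound plus 3 SD, cut at about 60% in these data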;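 note: growth measured after 20 h incubation at 37 °C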
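Test system: E. coli BW25113 ΔtolC::kan bacteria; incubation: 37 °C, 20 h exposure; medium: LB broth supplemented with 50 µg/mL kanamycin; read-out basis: percent growth inhibition; signal: A615 absorbance measurement; compound: 10 µM final, single dose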
PKA kinase inh: PKA (human) kinase inhibition | PKA Kemptide phosphorylation, Kinase-Glo ATP luminescence | inhibition, % at 6 µM | 65,000 tested, 0.1% active | AID 524;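 active = inhibition above the screen-wide mean inhibition plus 3 SD, cut at about 21% in these data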; note: many of its hits are not listed in these tables
A340 absorber: compound absorbs light at 340 nm | compound absorbance at 340 nm, fold over control | fold change at 10 µM | 65,000 tested, under 10 active | AID 708;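 active = at 10 µM dose, initial 340 nm absorbance at least 2 fold that of control wells; inactive = change under 2 fold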;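 note: initial absorbance extrapolated from kinetic A340 decline of NADH oxidation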
Numbers without * were called inactive; · = not tested or not shown; [ ] = dose if it differs, or a comment.

SMILES	NADH coupling	Autofluor 339	MMP13 inh	ROCK2 inh	HEK293 NFkB inh	JNK3 blocker	tolC growth inh	PKA kinase inh	A340 absorber
O=C(Cn1cc2c(n1)CCCC2)NCCCN1CCCC1	7%	1.1	1	4	5	4	-13	7	1.1
c1ccn2cc(CSc3nnc4ccccn34)nc2c1	5%	1.1	-2	4	-17	9	-10	9	0.98
Cc1ccc(-n2ncc3c(=O)n(CC(=O)N4CCCCCC4)cnc32)cc1	6%	1.2	-20	4	14	8	-16	3	0.98
COCCn1nnnc1C(c1ccc(C)cc1)N1CCN(Cc2ccc3c(c2)OCO3)CC1 (stereo unspecified)	6%	1.1	-6	-2	-4	-9	8	2	0.99
CC(=O)N1CCN(c2ccc(NCc3ccc(C)s3)cc2)CC1	8%	1.1	1	-2	-2	4	4	9	0.99
Oc1c(CN2CCc3ccccc3C2)cc(Cl)c2cccnc12	2%	1.1	5	-4	10	-4	64*	5	1.1
O=C(Cc1cccs1)NCCn1ccc2ccccc21	5%	1.1	-8	3	-6	3	1	6	1
O=C(NC1CCCC1)C1CC(=O)N(CCc2ccccc2)C1 (stereo unspecified)	6%	1.2	1	3	4	-1	-16	4	1
O=S(=O)(NCC1CCCO1)c1ccc2c(c1)OCCO2 (stereo unspecified)	2%	1.1	2	-3	19	1	-3	-4	1
Cc1c(NC(=O)Nc2ccc3c(c2)OCO3)c(=O)n(-c2ccccc2)n1C	12%	1.1	2	2	25	5	-1	-1	0.99
CCCCOC(=O)Nc1ccc(N2CCOCC2)cc1	7%	1	6	6	-14	-6	-5	8	1
COc1ccc(Cn2nnc3c(=O)[nH]c(C4CCCN(C(=O)c5ccccc5)C4)nc32)cc1 (stereo unspecified)	3%	1.1	4	1	9	0	8	6	1
COc1ccc2c(Cl)c(C(=O)NCCCn3ccnc3)sc2c1	7%	1	4	-6	0	1	12	-4	1.1
C(=N\n1cnnc1)/c1ccc(OCc2ccccc2)cc1	5%	1.1	1	5	7	-2	4	12	1.1
COc1ccccc1NC(=O)CSc1nnnn1Cc1ccccc1	6%	1.1	0	8	-1	0	18	7	1
Cc1cc(Nc2cc(C)on2)n2ncnc2n1	16%	1	1	7	8	-5	-10	7	1
COCCn1c(C)cc(C(=O)COC(=O)c2ccc(N3CCCC3=O)cc2)c1C	2%	0.96	3	6	9	-3	4	2	0.98
CN(C)/C=C1/Nc2ccccc2C1=O	7%	1	0	-6	10	1	-8	-14	1.2
Cc1cc(C(=O)CSc2nc3ccccc3c(=O)n2C)c(C)n1Cc1ccc2c(c1)OCO2	5%	1.1	-5	4	30	4	2	6	1
CCC(C)(C)NC(=O)CN(Cc1ccc2c(c1)OCO2)C(=O)CCC(=O)Nc1ccccn1	3%	1	-4	-1	2	0	12	1	0.98
Cc1cc(C(=O)NC(C)c2ccc3c(c2)OCO3)cs1 (stereo unspecified)	1%	1.1	5	-2	10	2	36	5	1
O=C(CSc1nc2c(cnn2-c2ccc(F)cc2)c(=O)[nH]1)N1CCOCC1	5%	1.1	2	·	10	·	-11	-2	1
O=C(OCCN=C1NS(=O)(=O)c2ccccc21)c1cccnc1	2%	1.1	6	7	5	6	-3	8	0.98
O=C(NCCN1CCNCC1)c1ccccn1	4%	1	-2	2	11	-3	-16	5	0.99
Cc1ccc(NC(=O)COC(=O)C2=COCCO2)cc1	7%	1.1	1	2	10	-4	-20	-4	0.98
COc1ccccc1CNS(=O)(=O)c1ccc2[nH]cc(C(=O)O)c(=O)c2c1	7%	1.2	1	5	4	5	-7	12	1
CSCC[C@H](NC(=O)Nc1ccc(C)cc1C)C(=O)O	4%	1.1	-1	4	-6	5	-25	8	1
Cc1c(-c2ccccc2)nc(N)c(C#N)c1-c1ccco1	7%	2.6*	-22	5	10	-2	-17	8	1.1
CCOc1ccc(CCNC(=O)C2CCCN(C(=O)N(C)C)C2)cc1OCC (stereo unspecified)	7%	1	-5	0	-1	-1	-15	6	0.98
c1ccc(Cn2nnnc2-c2ccco2)cc1	12%	1.1	1	4	19	-3	7	-1	0.99
Oc1ccc(-c2[nH]ncc2-c2cccc3cccnc23)c(O)c1	4%	1.1	0	5	29	2	-4	7	0.99
CCn1c(SCC(=O)Nc2ccc(OCc3ccccc3)cc2)nnc1-c1ccco1	6%	1.1	1	4	12	5	1	2	1
COCCn1c(SCC(=O)N2CCCCC2)nc2ccccc2c1=O	4%	1	5	-4	22	-3	-3	-4	1
O=S(=O)(c1ccccc1)c1ccccc1/C=N\O	1%	1.1	-1	1	5	-1	1	-1	1
O=c1[nH]c2ccc(S(=O)(=O)N3CCN(Cc4ccccc4)CC3)cc2[nH]c1=O	4%	1.7	-5	3	-5	6	4	6	1.1
CCOC(=O)C1(N(CC)CC)Sc2cc(C)ccc2NC1=O (stereo unspecified)	1%	1.1	5	1	6	2	72*	-1	1
CC(C)=CCSc1nnc(CCNC(=O)OC(C)(C)C)o1	3%	1	10	-6	0	0	-1	-10	1
O=C(CSc1ccc2nnc(-c3ccccc3)n2n1)NCC1CCCO1 (stereo unspecified)	10%	2.2*	-26	6	12	0	-10	7	0.99
CCCC(=O)C1=C(O)C(C(=O)OC)C(C)(C)CC1=Nc1ccncc1 (stereo unspecified)	9%	1.1	2	1	1	3	9	-9	1.1
CCC(C)(C(=O)NC1CCCC1)N(Cc1cccs1)C(=O)Cc1cccs1 (stereo unspecified)	2%	1.1	-5	·	23	·	16	-1	1
CCCn1c(SCC(=O)Nc2c(C)cccc2CC)nnc1C(C)C	5%	1	7	-11	22	-8	-7	-8	1
CCC(C)c1ccc(NC(=O)CC(C)=O)cc1 (stereo unspecified)	8%	1.1	3	2	3	-5	18	6	1
COC(=O)c1[nH]c2ccccc2c1NS(=O)(=O)c1ccc(F)c(C)c1	3%	1.2	1	6	15	5	49	17	1.1
Cc1cc(NC(=O)c2cc3ccccc3o2)cc(C)c1OCC(=O)N1CCOCC1	3%	1	4	10	14	2	2	5	1
Cc1cc(-n2c(C)cc(C(=O)CSc3nnc4sc5ccccc5n34)c2C)no1	6%	1.1	5	0	20	0	-5	10	1
CCC(C)(C)n1nnnc1C(C(C)C)N1CCSCC1 (stereo unspecified)	4%	1	10	·	9	·	-3	11	1
Cc1cc(C)nc(NC2=NCC(=O)N2c2ccc(F)c(Cl)c2)n1	1%	1	4	-1	-1	-6	-11	8	1.1
Cc1ccc(Cl)cc1N1CCN(C(=O)C2CCN(S(=O)(=O)c3cnc[nH]3)CC2)CC1	7%	1.1	1	4	0	-3	9	6	0.98
COCCCN(C(=O)Cn1ncc2c(=O)oc3ccc(C)cc3c21)C(C)c1ccncc1 (stereo unspecified)	3%	1.1	-2	4	15	5	-15	9	1
Cn1c2ccccc2c2ncn(Cc3ccco3)c(=O)c21	11%	2.9*	-28	4	17	12	8	12	1.1

Following part.
SMILES	NADH coupling	Autofluor 339	MMP13 inh	ROCK2 inh	HEK293 NFkB inh	JNK3 blocker	tolC growth inh	PKA kinase inh	A340 absorber
Cn1c(=O)[nH]c(=O)c2[nH]c(CN3CCN(Cc4ccccc4)CC3)nc21	4%	0.85	1	4	4	-2	-18	5	1
Cc1cc(=O)n2c(ccc3ccccc32)c1C#N	6%	0.06	2	·	13	·	13	6	1.1
CCCCCn1c(SCC2CCCO2)nc2cc(C(=O)N3CCC(C(N)=O)CC3)ccc2c1=O (stereo unspecified)	6%	1.2	-2	·	14	·	6	3	0.99
Cc1c(Cl)cccc1NC(=O)CCN1CCCCCC1	1%	1	4	1	18	-5	-10	-3	1
CCOC(=O)c1nn(-c2ccccc2)c(C(=O)OCC)c1N	4%[fluoresces]	3.8*	-468[fluorescence artefact?]	6	0	0	-3	10	1.1
Cc1c(OC(=O)CNC(=O)OC(C)(C)C)ccc2c3c(c(=O)oc12)CCC3	6%[fluoresces]	3.9*	-174	5	1	-2	18	5	1
Cc1ccc(/C=C/S(=O)(=O)N2CCC(C(=O)O)CC2)cc1	5%	1	1	5	-1	1	-35	2	1
CCN(CC)C(=O)CN1C(=O)C2(OCC(C)(c3ccccc3)CO2)c2ccccc21 (stereo unspecified)	7%	1.2	0	0	6	-3	38	3	1
N#Cc1cc(-c2ccccc2)oc1NC(=O)c1ccco1	0%	1.1	4	8	4	0	-5	8	1.2
CCN(C(=O)CSc1nc2nc(C)cc(C)n2n1)c1cccc(C)c1	9%	1.1	-5	·	9	·	-1	6	0.98

Reprinted at random: three entries already listed, in no set order.
SMILES	NADH coupling	Autofluor 339	MMP13 inh	ROCK2 inh	HEK293 NFkB inh	JNK3 blocker	tolC growth inh	PKA kinase inh	A340 absorber
Cc1c(OC(=O)CNC(=O)OC(C)(C)C)ccc2c3c(c(=O)oc12)CCC3	6%[fluoresces]	3.9*	-174	5	1	-2	18	5	1
Cc1ccc(/C=C/S(=O)(=O)N2CCC(C(=O)O)CC2)cc1	5%	1	1	5	-1	1	-35	2	1
Cn1c(=O)[nH]c(=O)c2[nH]c(CN3CCN(Cc4ccccc4)CC3)nc21	4%	0.85	1	4	4	-2	-18	5	1

Next compounds
SMILES	NADH coupling	Autofluor 339	MMP13 inh	ROCK2 inh	HEK293 NFkB inh	JNK3 blocker	tolC growth inh	PKA kinase inh	A340 absorber
CN(C(=O)c1ccccn1)c1nnc(-c2cccnc2)s1	4%	1	-4	0	4	0	-12	5	0.99
CCOC(=O)NC(=O)CSc1nc(C)cc(C)c1C#N	3%	2	-13	0	-4	0	6	-2	0.99
c1ccc(CC2CCN(c3nc(N4CCOCC4)nc(N4CCOCC4)n3)CC2)cc1	1%	1.1	4	5	1	4	6	7	1.1
COC(=O)[C@@H](NC(=O)NC(C)CCc1ccccc1)C(C)C (stereo partly specified)	6%	1.1	-1	-5	5	6	11	8	1
Cc1cc2c(c(=O)n1CCN(C)C)C(c1ccncc1)C(C#N)=C(N)O2 (stereo unspecified)	3%	1.1	-2	1	1	0	-17	11	0.99
CCOC(=O)c1ccc(NC(=O)CN2CCN(c3ccccc3)CC2)cc1	6%	1.1	2	7	1	-3	-6	6	1
O=C(CSc1nnc(CNc2ccc(F)cc2)n1Cc1ccccc1)N1CCOCC1	5%	1.1	6	-3	19	-4	-12	-2	1
CCCCCOC(=O)Cc1c(O)c2ccccc2[nH]c1=O	4%	1.2	-27	-8	0	1	11	2	0.94
COc1cccc(NC=C2C(=O)OC(C)(C)OC2=O)c1	7%	1	2	6	9	-3	-1	4	1.2
COC(=O)[C@@H](NC(=O)NC1CCN(Cc2ccccc2)CC1)C(C)C	2%	1	-1	-2	-15	3	-18	3	0.96
Cn1c(=O)oc2cc(S(=O)(=O)N3CCC(C(=O)NCc4cccs4)CC3)ccc21	5%	1.1	3	3	-10	0	-17	7	1.1
Cn1c(SCc2nc3ccccc3[nH]2)nnc1-c1ccccn1	9%	1.1	4	2	23	-4	-6	-4	1
Cn1c(Cn2cnc3ccccc32)nnc1SCC(=O)CC(=O)Nc1ccccc1	2%	0.99	6	0	8	6	3	-3	1
COc1ccccc1C1C=C(c2ccc(Cl)cc2)Nc2nc(NS(C)(=O)=O)nn21 (stereo unspecified)	7%[fluoresces]	4*	-94[fluorescence artefact?]	-2	15	-2	2	2	1.1
C=CCn1nnc2sc3c(c2c1=O)CCC(C)C3 (stereo unspecified)	6%	0.98	·	·	·	·	10	·	1.1
CCN1CCN(C(=O)c2ccccc2N(C)S(=O)(=O)c2ccc(C)cc2)CC1	3%	1.1	0	1	10	-2	-16	4	1.1

Only part of the results is shown; count on the stated rates, not on these rows.
